TCR act = Activators of T cell receptors: qHTS campaign. AID 504894, 2011. 330,000 tested, under 10 active. primary human leukocytes, anti-CD3, IL-2 HTRF, 48 h. Potency, µM (top dose mostly 9.22 µM), inactives show at the top dose activation of IL-2 secretion, most hits filed as activators; note: % of control where 0% means no effect
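Primary human leukocytes receive a-CD3 beads and test compound and are incubated 48 hr. Secreted IL-2 is then assayed by HTRF, measuring 665nm acceptor emission after 320nm excitation of the europium donor.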
TSHR antagonist = Antagonists of the Thyroid Stimulating Hormone Receptor: HTS campaign. Thyrotropin receptor (Homo sapiens), P16473. TSHR-expressing cells, TSH-stimulated cAMP HTRF, 2 h; stronger effect = lower value. activity change, negative = inhibition, % at 11.5 µM. 330,000 tested, 0.2% active;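 active = activity change below a set negative limit, meaning inhibition stronger than a set level, cut at about -70% in these data; inconclusive = activity change between two set negative limits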; note: % is set by controls: 0 for no effect and ±100 for the full control effect
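TSHR-expressing cells, 200/well, pre-treated with compound, then stimulated with EC80 TSH (4nM final) for 2 hours at 37 deg C. cAMP measured by competitive HTRF: anti-cAMP cryptate antibody in lysis buffer plus cAMP-d2, read after 30 minutes at room temperature.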
hERG WT inh = qHTS for Inhibitors of KCHN2 3.1: Wildtype qHTS; 340,000 tested, 0.37% active; activity change, % at 1.84 µM; AID 720551, 2013; U2OS, BacMam KCNH2, thallium flux FluxOr; stronger effect = lower value; Voltage-gated inwardly rectifying potassium channel KCNH2 (Homo sapiens), Q12809;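 active = maximum activity change below -70%; inconclusive = maximum activity change between -70% and -50%; inactive = maximum activity change above -50%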; note: % is set by controls: 0 for no effect and ±100 for the full control effect
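U2OS cells were transduced with wild-type KCNH2 virus (2.03 x 10^8 / mL) for 4 h at room temperature, then cultured overnight at 37 C. Thallium flux was read with FluxOr dye. Rate constants were normalized to DMSO controls.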
Mito fusion act = qHTS Assay for Small Molecule Inhibitors of Mitochondrial Division or Activators of Mitochondrial Fusion | S. cerevisiae fusion-defective mutant growth rescue, CellTiterGlo 48 h | Potency, µM (top dose mostly 46.1 µM), without a hit: at the highest dose growth rescue (activation), most hits filed as activators | 320,000 tested, 0.23% active;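 note: potency is the fitted concentration of half-maximal effect; % of control where 0% means no effect; nearly all actives have a fitted effect of over 45% in size; temperature-sensitive fusion mutants such as fzo1-1 at 37 °C on non-fermentable ethanol glycerol medium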
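Growth-rescue viability read-out: after 48 h at the non-permissive 37C in glycerol/ethanol YPEG, yeast mitochondrial fusion mutants are measured by CellTiterGlo luminescence; compounds (23 nl pinned per well) restoring growth score as division inhibitors or fusion activators.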
USP2a inh = qHTS Assay for Inhibitors of Ubiquitin-specific Protease USP2a Using CHOP2 as the Reporter. Potency, µM (series often up to 38.3 µM), for inactives: top-dose activity change, negative = inhibition, most hits filed as inhibitors. 330,000 tested, 0.01% active. Ubiquitin carboxyl-terminal hydrolase 2 (Homo sapiens), O75604. USP2 core, Ub-CHOP2 coupled fluorogenic reporter, 485/531. AID 463254, 2010;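 note: potency is the fitted concentration of half-maximal effect; plate controls were DMSO wells for no effect and full inhibition by NEM control for full effect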
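Cell-free coupled assay: 10nM USP2 core preincubated 30min RT with compound in Tris-HCl pH 8.0/CaCl2/CHAPS buffer, then 25nM Ub-CHOP2 and 25nM reporter substrate; fluorescence (Ex 485/Em 531) read after 60min RT, normalized to NEM inhibition, concentration-response curves fitted.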
AT treatment = qHTS Assay for Identifying a Potential Treatment of Ataxia-Telangiectasia. Potency, µM (doses to about 57.5 µM), for the others: at the top dose activation, hits mostly activators. 320,000 tested, 0.19% active. […] A-T fibroblasts, KAP-1 phosphorylation AlphaLISA; neocarzinostatin DNA damage 30 min before lysis; note: potency is the fitted concentration of half-maximal effect; % of control where 0% means no effect; nearly all actives have a fitted effect of over 45% in size
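ATM-like activity read as KAP-1 phosphorylation via AlphaLISA donor/acceptor antibody pairs after lysis and 6 hr at 25C. Cells were ATM-null patient fibroblasts ([…], hTERT), dosed 60 min, then exposed to the DSB inducer NCS for 30 min.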
ELG1 repair inh = qHTS screen for small molecules that inhibit ELG1-dependent DNA repair in human embryonic kidney (HEK293T) cells expressing luciferase-tagged ELG1; HEK293T ELG1-luciferase reporter, luminescence, 16 h; DNA damage induced by 5-fluorouridine; 330,000 tested, 2.3% active; Potency, µM (highest dose often 46.1 µM), without a hit: at the top dose activity change, negative = inhibition, hits mostly inhibitors; note: potency is the fitted concentration of half-maximal effect; % is set by controls: 0 for no effect and ±100 for the full control effect; nearly all actives have a fitted effect of over 55% in size
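Reporter activity after DNA damage by 5-fluorouridine is monitored. Compound-treated cells incubate 16 hr at 37 °C, then ONE-Glo is added for 30 min before luminescence reading.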
TRPV1 agonist = HTS Assay for Compounds that Act as Agonists of the Vanilloid Receptor 1. Transient receptor potential cation channel subfamily V member 1 (Homo sapiens), Q8NER1. TRPV1-expressing cells, Fluo-8 calcium influx, agonist mode. activation, % at 8.33 µM. 320,000 tested, 0.19% active. AID 540275, 2011; in the data active = activation above about 80%; inconclusive = between about 30% and that limit; note: 0% is about no effect
Target sequence (Q8NER1 whole entry, looked up): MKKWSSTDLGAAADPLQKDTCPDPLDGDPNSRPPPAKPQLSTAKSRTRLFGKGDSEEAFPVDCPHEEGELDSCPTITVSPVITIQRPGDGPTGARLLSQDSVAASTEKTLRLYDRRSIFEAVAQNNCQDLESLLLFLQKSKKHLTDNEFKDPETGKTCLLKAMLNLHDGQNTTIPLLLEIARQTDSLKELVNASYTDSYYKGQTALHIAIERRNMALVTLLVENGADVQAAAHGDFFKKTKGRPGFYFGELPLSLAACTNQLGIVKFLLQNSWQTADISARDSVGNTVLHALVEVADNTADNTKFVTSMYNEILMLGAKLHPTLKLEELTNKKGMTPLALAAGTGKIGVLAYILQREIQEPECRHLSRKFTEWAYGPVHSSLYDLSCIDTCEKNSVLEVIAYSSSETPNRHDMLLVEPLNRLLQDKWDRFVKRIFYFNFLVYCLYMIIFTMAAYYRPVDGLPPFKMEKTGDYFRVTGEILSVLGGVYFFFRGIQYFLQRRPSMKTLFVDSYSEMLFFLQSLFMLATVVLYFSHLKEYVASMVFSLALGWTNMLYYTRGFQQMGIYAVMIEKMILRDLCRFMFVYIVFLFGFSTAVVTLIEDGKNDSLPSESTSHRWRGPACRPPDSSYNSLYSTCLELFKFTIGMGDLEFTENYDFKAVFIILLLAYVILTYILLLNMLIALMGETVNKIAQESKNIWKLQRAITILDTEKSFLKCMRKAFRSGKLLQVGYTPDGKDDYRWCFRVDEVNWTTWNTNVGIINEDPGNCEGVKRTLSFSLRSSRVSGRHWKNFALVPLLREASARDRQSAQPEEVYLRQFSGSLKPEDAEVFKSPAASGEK
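TRPV1-expressing cells were cultured overnight at 35.5C and loaded with Fluo-8 calcium dye for 40 to 90 min at room temperature. After a 10 s baseline, compound was added and calcium influx was read kinetically for 3 min (ex 480/em 520 nm).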
KCNH2 3.1 block = qHTS for Inhibitors of KCHN2 3.1: Mutant qHTS; U2OS KCNH2 3.1, thallium flux FluxOr; stronger effect = lower value; AID 720553, 2013; activity change, % (tested at about 1.8 µM); 340,000 tested, 0.95% active;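 active = maximum activity change below -70%; inconclusive = maximum activity change from -70% to -50%; inactive = maximum activity change above -50%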;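 note: thallium influx rate constant from kinetic fluorescence after stimulation buffer; % is set by controls: 0 for no effect and ±100 for the full control effect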
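Thallium flux via FluxOr fluorescence (Red40 quencher, 45 min loading) in U2OS cells virally expressing the KCNH2 3.1 isoform (1.77 x 10^8 /mL virus, overnight at 37 C). Rate constants from 2-min kinetic reads post-stimulation, normalised to positive and negative controls.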
Eya2 inh = qHTS Assay for Inhibitors of the Phosphatase Activity of Eya2. 330,000 tested, 0.006% active. AID 488837, 2010. Potency, µM (highest dose often 76.9 µM), without a hit: at the highest dose activity, negative = inhibition, most hits filed as inhibitors. recombinant Eya2, OMFP fluorescence dephosphorylation (OMFP is methylfluorescein phosphate); note: potency is the fitted concentration of half-maximal effect; % is set by controls: 0 for no effect and ±100 for the full control effect
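Eya2 protein (added as 0.2 uM solution) was preincubated with compound for 10 min at ambient temperature in 50 mM HEPES pH 7.5, 50 mM NaCl, 5 uM MgCl2, 0.05% BSA, 1 mM DTT. OMFP (added at 50 uM) then reacted 10 min; fluorescence read at 485/525 nm.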
* marks the source's active call; other numbers are inactive results; ? = inconclusive; nt = no result given; [ ] = remark or other dose. Unless noted, calls come from the whole dose curve; as a rule, active = well fitted curve in the direction sought with a large enough effect; inconclusive = small, poorly fitted or top-dose-only effect, or another doubt; inactive = no such curve, though single readings can be large; an effect the other way counts as inactive or inconclusive. Some of the compounds tested (hit frequency here may not be typical).

Sample of the layout, eight compounds:
SMILES	TCR act	TSHR antagonist	hERG WT inh	Mito fusion act	USP2a inh	AT treatment	ELG1 repair inh	TRPV1 agonist	KCNH2 3.1 block	Eya2 inh
CC(C)C(NC(=O)C12CC3CC(CC(C3)C1)C2)C(=O)NC1=NCCS1 (stereo not drawn)	nt	1	nt	-7%	0%	2%	?	0	nt	8%
CC(C)CCn1nnnc1C(c1ccc(N(C)C)cc1)N1CCN(C(=O)c2ccco2)CC1 (stereo not drawn)	4%	-2	-9	-6%	-2%	-3%	2%	5	4	-15%
Cc1ccc(C(=O)/C=C2\NCC(C)NC2=O)cc1 (stereo not drawn)	-4%	1	1	7%	1%	-4%	?	-3	9	4%
O=C1CN(C(=O)COC(=O)c2cccs2)c2ccccc2N1	0%	6	-2	1%	0%	-1%	3%	1	3	-11%
O=S(=O)(NCc1ccccc1)c1ccc(NC(=S)NCc2ccco2)cc1	nt	-7	1	-2%	-2%	1%	?	0	0	-2%
CNc1ccccc1NC(=O)CCn1c(=S)oc2ccccc21	0%	4	-14	-3%	9%	18%	-2%	9	11	?
Fc1ccccc1N1CCN(c2nc(-c3cccs3)nc3ccccc23)CC1	-6%	-32	8	5%	1%	2%	?	11	?	19%
Cn1c(CNC(=O)c2ccccc2F)nnc1SCc1ccc(F)cc1	2%[46.1 µM]	31	7	21%	1%	24%	17%	-6	18	5%

The whole of this part, repeating the preview:
SMILES	TCR act	TSHR antagonist	hERG WT inh	Mito fusion act	USP2a inh	AT treatment	ELG1 repair inh	TRPV1 agonist	KCNH2 3.1 block	Eya2 inh
CC(C)C(NC(=O)C12CC3CC(CC(C3)C1)C2)C(=O)NC1=NCCS1 (stereo not drawn)	nt	1	nt	-7%	0%	2%	?	0	nt	8%
CC(C)CCn1nnnc1C(c1ccc(N(C)C)cc1)N1CCN(C(=O)c2ccco2)CC1 (stereo not drawn)	4%	-2	-9	-6%	-2%	-3%	2%	5	4	-15%
Cc1ccc(C(=O)/C=C2\NCC(C)NC2=O)cc1 (stereo not drawn)	-4%	1	1	7%	1%	-4%	?	-3	9	4%
O=C1CN(C(=O)COC(=O)c2cccs2)c2ccccc2N1	0%	6	-2	1%	0%	-1%	3%	1	3	-11%
O=S(=O)(NCc1ccccc1)c1ccc(NC(=S)NCc2ccco2)cc1	nt	-7	1	-2%	-2%	1%	?	0	0	-2%
CNc1ccccc1NC(=O)CCn1c(=S)oc2ccccc21	0%	4	-14	-3%	9%	18%	-2%	9	11	?
Fc1ccccc1N1CCN(c2nc(-c3cccs3)nc3ccccc23)CC1	-6%	-32	8	5%	1%	2%	?	11	?	19%
Cn1c(CNC(=O)c2ccccc2F)nnc1SCc1ccc(F)cc1	2%[46.1 µM]	31	7	21%	1%	24%	17%	-6	18	5%
Cc1ccc(CS(=O)(=O)c2ccc(C(=O)N3CCCCC3)cc2[N+](=O)[O-])cc1	0%	-4	-6	3%	0%	0%	-23%	6	4	0%
CCOC(=O)c1ccc(NC(=O)COc2ccc(-n3cnnn3)cc2)cc1	-11%	9	12	1%	-1%	-7%	8%	1	1	12%
Cc1ccc(NC(=O)CSc2nc(=O)n(CCCN3CCOCC3)c3c2CCCC3)cc1F	-178%	-14	-12	4%	0%	-4%	-15%	15	6	-23%
COc1ccc(-c2oc(=O)c3cc(OC)c(OC)cc3c2/C=C/c2cccc([N+](=O)[O-])c2)cc1	0%	11	5	-8%	-1%	-1%	1.6µM*	1	-2	-5%
CCOc1cc(N2CCOCC2)c(OCC)cc1NC(=O)CSc1nc(N)cc(=O)[nH]1	11%	0	-3	0%	2%	7%	4%	2	-14	2%
COc1ccccc1C(=O)NCCC(=O)NCCCSc1ccccc1	3%	-4	1	3%	1%	3%	18%	1	10	18%
O=C(NN1C(=O)c2cc(Br)ccc2NC1c1cc(Br)cc(Br)c1O)c1ccncc1 (stereo not drawn)	8%[46.1 µM]	-7	4	16%	0%	5%	6%	3	4	7%
CC(C)CN1C(=O)C(NC(=O)C2CC2)(C(F)(F)F)C2=C1CC(C)(C)CC2=O (stereo not drawn)	5%[46.1 µM]	5	-4	0%	1%	1%	1%	-4	-14	1%
Cc1cc(S(=O)(=O)N2CCCC2)ccc1OCC(=O)N1CCC(C(N)=O)CC1	-4%	-1	-2	-4%	3%	-1%	5%	-1	-8	?
Cc1ccc(N(CC(=O)NCc2ccc(F)cc2)C(=O)c2csnn2)cc1C	-2%	-18	-13	-1%	0%	5%	8%	-3	3	-5%
CCOC(=O)C1CCCN(c2ncnc3c2oc2ccccc23)C1 (stereo not drawn)	3%	-25	12	0%	2%	3%	-1%	21	-4	1%
CC(=O)c1cccc(-n2nnnc2SCC(=O)Nc2cccc(NC(=O)c3ccco3)c2)c1	-1%	-13	3	1%	0%	1%	18µM*	4	-15	-4%
CC(NC(=O)CNC(=O)OCc1ccccc1)C(=O)N1CC(O)CC1C(=O)OCc1ccccc1 (stereo not drawn)	-3%	0	12	-5%	0%	-1%	?	-1	-15	5%
CCOc1cc(/C=N/Nc2cc(C)nc3ccc(C)cc23)ccc1O	10%	1	0	-5%	2%	8%	24%	-1	-2	-6%
CCOC(=O)Cn1c(=O)oc2cc(S(=O)(=O)NCCc3ccc(OCC)c(OCC)c3)ccc21	nt	4	-1	-1%	3%	4%	-3%	-2	1	2%
CCOc1ccc([C@@H]2CC=C(C(=O)O)[C@H](c3ccc(Cl)cc3)N2S(=O)(=O)c2ccc(C)cc2)cc1	2%	-7	-17	-5%	-9%	-12%	2%	1	-1	4%
Cc1ccc(NS(=O)(=O)c2cccc(C(=O)N3CCCCCC3)c2)cc1	-3%	-6	-7	2%	0%	3%	-12%	0	5	13%
CCCC(OC(=O)CC1Sc2ccccc2NC1=O)C(=O)NCc1ccco1 (stereo not drawn)	9%	-2	5	-7%	0%	-1%	-27%	6	-8	-4%
CC(C)(C)C(=O)Nc1nnc(CSCc2ccccc2F)s1	6%	-5	-9	9%	3%	5%	?	1	2	-4%
Cc1csc(Sc2ccc([N+](=O)[O-])cc2C(=O)OCC(=O)NC(=O)NC(C)(C)C)n1	10%	-4	3	3%	-2%	0%	0%	-1	-7	2%
NC(=O)CSc1nnc(-c2ccc(S(=O)(=O)N3CCOCC3)cc2)n1Cc1ccccc1	nt	13	-8	5%	-1%	7%	-28%	-3	9	2%
COc1ccc(-n2nc(N)c(C(N)=O)n2)cc1	0%	0	-5	0%	1%	5%	?	-1	-12	-1%
N#CC1=C(N)C(C#N)(C#N)[C@H](c2ccncc2)[C@H]2CN(C(=O)OCc3ccccc3)CC=C12	-1%[46.1 µM]	-39	-2	0%	-1%	3%	?	3	-1	-11%
Cc1cc(C(F)(F)F)n2nc(-c3cnn(C)c3C(F)(F)F)c(Cl)c2n1	1%	17	5	-2%	2%	-5%	12%	-2	11	-3%
Cc1nc(Sc2ccccc2)c(C#N)c(C)c1[N+](=O)[O-]	-4%	11	7	-9%	5%	15%	?	6	4	-11%
c1ccc2c(C[C@@H]3CNCCN3CCCCC3CCCCC3)cccc2c1	3%	5	2	nt	2%	-8%	?	nt	-18	-17%
Cc1cc(NC(=O)CSc2nc(C)c(C)c(=O)[nH]2)no1	-2%	-3	1	2%	-1%	-2%	23%	1	13	-15%
O=C(COC(=O)/C=C/c1ccccc1)NC(=O)NC1CCCCC1	1%	-11	2	nt	4%	1%	12%	nt	6	-15%
CC(=O)NNc1ncnc2ccccc12	-1%[46.1 µM]	10	nt	-3%	2%	-4%	?	-2	12	8%
O=C(COC(=O)c1ccc(F)cc1F)NC1CC1	0%	-2	-1	-2%	0%	3%	-16%	?	6	-21%

From PubChem
